BAZ2B block = BAZ2B (human) inhibition; Q9UIF8; AlphaScreen BAZ2B-H3K14Ac peptide displacement; Potency, µM (doses to about 114 µM), for the others: top-dose activity change, negative = inhibition, usual class: inhibitors; actives 4.4% (n = 360,000); AID 504333; further: potency means the concentration at half of the fitted maximal effect; on the % scale 0 is the no-effect control and ±100 the full control effect; nearly all actives have a fitted effect of over 60% in size
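Complex of BAZ2B and biotin-H3K14Ac (50 nM apiece) forms over 30 min at RT, then faces library compounds up to 110 uM for another 30 min; AlphaScreen beads added, 20 min dark incubation, luminescence read.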
GLS inh = blocks human kidney-isoform glutaminase activity. GLS enzymatic activity, qHTS titration. Potency, µM (top dose mostly 45.5 µM), for inactives: top-dose activity change, negative = inhibition, hits mostly inhibitors. actives 0.21% (n = 410,000). AID 624170. O94925; further: potency means the concentration at half of the fitted maximal effect; on the % scale 0 is the no-effect control and ±100 the full control effect
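hKGA in 45 mM KH2PO4 (pH 8.2), 0.02% Tween-20 with compound, then 1mM L-Glutamine (stock as added) plus glutamate oxidase/HRP/Amplex red coupling mix. Fluorescence read initially and after 30 min at RT; signal change reflects glutamate formation.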
ERG-DNA inh = blocks human ERG Ets domain binding to DNA | actives 0.028% (n = 370,000) | Potency, µM (titrated, usually from 76.9 µM), for inactives: at the top dose FP activity, negative = inhibition, most hits filed as inhibitors | P11308 | AID 624246 | fluorescence polarization, His-ERG Ets domain / labelled DNA; active means well fitted inhibition curve with a large enough effect in the polarisation, with a control signal flat; inconclusive means small, poorly fitted or top-dose-only effect, or effect the other way, or a change in a side signal; inactive means no such curve, though single readings can be large or run the other way; the % refers to the polarisation;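 further: polarization taken with two DNA probes labelled with fluorescein and Texas red; potency means the concentration at half of the fitted maximal effect; % of control where 0% means no effect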
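His-tagged ERG Ets domain (1 uM in the protein solution; 300mM KCl, 50mM Tris-HCl, 1mM EDTA, 1mM DTT, pH 7.5) received compound, then a probe mix of 5 nM fluorescein-DNA and 100nM Texas-615-DNA. Fluorescence polarization was read for both dyes.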
RGS4 inh = blocks human RGS4-accelerated GTP hydrolysis. P49798. Transcreener GDP fluorescence polarization, RGS4-accelerated GTP hydrolysis. Potency, µM (doses to about 114 µM), without a hit: at the top dose activity change, negative = inhibition, hits mostly inhibitors. actives 0.039% (n = 390,000). AID 504845; further: potency means the concentration at half of the fitted maximal effect; on the % scale 0 is the no-effect control and ±100 the full control effect; nearly all actives have a fitted effect of over 75% in size; some results filed as inactive show a strong effect at the top dose
Target sequence (P49798 whole entry, looked up): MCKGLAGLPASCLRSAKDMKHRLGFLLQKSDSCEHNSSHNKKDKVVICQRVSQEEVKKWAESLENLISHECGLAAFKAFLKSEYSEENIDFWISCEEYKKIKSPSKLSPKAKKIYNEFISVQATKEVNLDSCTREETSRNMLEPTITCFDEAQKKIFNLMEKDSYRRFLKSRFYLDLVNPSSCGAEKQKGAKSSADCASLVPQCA
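MLSMR compounds (23 nl, pin-transferred) preincubated 10 min at room temperature with a 500nM (2x) first reagent, then RGS4 at 900nM (2x) plus Transcreener GDP mix added; fluorescence polarization (620/688 nm) read before and after 90 min at 30 °C.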
PI4K2A block = PI4K2A (human) kinase inhibition. Q9BTU6. purified PI4K2A, ADP-Glo luminescence, 1 h; stronger effect = lower value. activity change, negative = inhibition, % at 76.9 µM. actives 0.13% (n = 420,000); in the data active means activity change below about -50%; inconclusive means mostly about -30% to -49%;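 further: -100% = wells without enzyme as full effect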
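PI4K2A activity was measured by ADP-Glo luminescence: enzyme (4 ug/mL stock) and phosphatidylinositol (1.2 mM stock) in Tris pH 7.5/MgCl2/EGTA/Triton X-100 buffer were reacted with ATP (300 microM stock) for one hour at ambient temperature.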
12-LOX inh = blocks human arachidonate 12S-lipoxygenase | Potency, µM (doses to about 108 µM), without a hit: at the highest dose activity change, negative = inhibition, most hits filed as inhibitors | P18054 | actives 1.1% (n = 580,000) | purified 12hLO, xylenol orange hydroperoxide absorbance | AID 1671190; further: potency means the concentration at half of the fitted maximal effect; on the % scale 0 is the no-effect control and ±100 the full control effect
Target sequence (P18054 whole entry, looked up): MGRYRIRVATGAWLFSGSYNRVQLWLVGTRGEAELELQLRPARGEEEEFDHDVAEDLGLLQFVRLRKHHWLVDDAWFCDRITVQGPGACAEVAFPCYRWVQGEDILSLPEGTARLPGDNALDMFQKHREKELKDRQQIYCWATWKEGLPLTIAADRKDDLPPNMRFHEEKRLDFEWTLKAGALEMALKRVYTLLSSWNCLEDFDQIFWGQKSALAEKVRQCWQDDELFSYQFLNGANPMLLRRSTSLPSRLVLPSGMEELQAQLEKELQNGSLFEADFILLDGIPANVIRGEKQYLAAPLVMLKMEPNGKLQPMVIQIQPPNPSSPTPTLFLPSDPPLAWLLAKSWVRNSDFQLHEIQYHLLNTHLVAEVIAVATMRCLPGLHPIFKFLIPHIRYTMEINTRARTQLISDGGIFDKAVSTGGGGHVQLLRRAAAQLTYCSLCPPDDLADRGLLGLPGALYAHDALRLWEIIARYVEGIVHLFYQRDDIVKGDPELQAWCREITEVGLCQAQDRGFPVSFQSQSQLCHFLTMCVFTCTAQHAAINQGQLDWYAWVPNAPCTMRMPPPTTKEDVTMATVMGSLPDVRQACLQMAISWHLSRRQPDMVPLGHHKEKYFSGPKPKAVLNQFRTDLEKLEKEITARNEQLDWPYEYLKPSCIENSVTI
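Hydroperoxide product was detected by ferrous iron/xylenol orange as the 573 to 405 nm absorbance ratio. Arachidonic acid at 40 uM (final) was turned over for 30 min at room temperature by 150 nM human 12hLO, pH 7.0 Hepes buffer, after 15 min compound preincubation.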
HP1b binding inh = inhibitors of HP1-beta chromodomain binding to methylated histone tails | P83916 | AlphaScreen HP1-beta / biotin-H3K9me3 peptide binding | Potency, µM (top dose mostly 114 µM), without a hit: at the highest dose activity change, negative = inhibition, most hits filed as inhibitors | actives 0.56% (n = 390,000); further: potency means the concentration at half of the fitted maximal effect; nearly all actives have a fitted effect of over 70% in size; inactives centre near 23
Target sequence (P83916 whole entry, looked up): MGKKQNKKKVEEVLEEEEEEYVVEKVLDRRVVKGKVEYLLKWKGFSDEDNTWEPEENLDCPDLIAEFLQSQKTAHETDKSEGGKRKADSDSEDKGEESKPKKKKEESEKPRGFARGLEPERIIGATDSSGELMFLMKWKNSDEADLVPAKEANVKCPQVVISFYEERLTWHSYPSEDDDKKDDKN
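Compound inhibition of the preformed complex between 50 nM HP1-beta and 50 nM biotinylated H3K9me3 peptide was read by AlphaScreen. Buffer was PBS pH 7.4 with 0.01% Tween-20. Incubations ran 30 min at room temperature, with 10 ug/mL donor/acceptor beads.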
JMJD2A Tudor = inhibitors of human JMJD2A Tudor domain; O75164; AlphaScreen JMJD2A-Tudor / H3K4me3 peptide binding; Potency, µM (top dose mostly 114 µM), for the others: at the top dose activity change, negative = inhibition, usual class: inhibitors; actives 4.4% (n = 390,000); AID 504339; further: potency means the concentration at half of the fitted maximal effect; on the % scale 0 is the no-effect control and ±100 the full control effect; nearly all actives have a fitted effect of over 50% in size
G9a inh = inhibitors of human histone lysine methyltransferase G9a; Q96KQ7; G9a H3K9 monomethylation, AlphaScreen, 2 h; Potency, µM (titrated, usually from 102 µM), for the others: at the top dose activity, negative = inhibition, usual class: inhibitors; actives 8.8% (n = 350,000); further: potency means the concentration at half of the fitted maximal effect; on the % scale 0 is the no-effect control and ±100 the full control effect; nearly all actives have a fitted effect of over 75% in size
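Compounds were preincubated with 20 nM G9a for 15 min, after which biotinylated H3K9 peptide (500 nM) and SAM (20 uM) started a 2 h room-temperature reaction. Monomethylated product was quantified by antibody-based AlphaScreen chemiluminescence.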
* = called active by the depositor; [ ] = dose if it differs, or a comment. Unless noted, the call rests on the fitted dose curve; in most records, active means well fitted curve in the direction sought with a large enough effect; inconclusive means small, poorly fitted or top-dose-only effect, or another doubt; inactive means no such curve, though single readings can be large; an effect the other way counts as inactive or inconclusive. The list is partial; count on the stated rates, not on these rows.

How did CN(C)Cc1ccc(-c2nc3cccc4c3n2CCNC4=O)cc1 do in these assays?
GLS inh: -14%; RGS4 inh: 4%; PI4K2A block: 4; 12-LOX inh: -5%[57.4 µM]; HP1b binding inh: 37%; JMJD2A Tudor: 1%

Results for CC(C)CNC(=O)COC(=O)c1cncc(Br)c1 ?
BAZ2B block: 2%; GLS inh: -4%; ERG-DNA inh: 7%; RGS4 inh: 1%; PI4K2A block: -1; 12-LOX inh: -22%; HP1b binding inh: 16%; JMJD2A Tudor: -12%; G9a inh: -2%

How did O=C(c1ccc(Cl)cc1)N1CCn2c1nc1ccccc12 do in these assays?
BAZ2B block: -5%; GLS inh: -1%; ERG-DNA inh: 10%; RGS4 inh: -5%; PI4K2A block: -1; 12-LOX inh: -6%; HP1b binding inh: 47%[activator]; JMJD2A Tudor: -3%; G9a inh: -37%

What do the screens show for `Cc1ccccc1OCC(=O)OCC(=O)NCC1CCCCC1`?
GLS inh: 0%; ERG-DNA inh: -3%; RGS4 inh: 19%; PI4K2A block: 1; 12-LOX inh: 10%; HP1b binding inh: 49%[activator]; JMJD2A Tudor: 13%

Results for CCC1=C(OC(=O)N(CC)CC)N2C(=O)OC(=NCCOC)[C@]2(Cc2ccccc2)[C@H]2C1=CC[C@H]1C(=O)N(CC(=O)OC)C(=O)[C@H]12 ?
BAZ2B block: -1%; GLS inh: 1%; ERG-DNA inh: 3%; RGS4 inh: 5%; PI4K2A block: 4; 12-LOX inh: -43%; HP1b binding inh: 27%; JMJD2A Tudor: -20%; G9a inh: -9%[12.7 µM]

Results for CC(C)[C@H](NC(=O)[C@@H]1CSC2c3ccccc3C(=O)N21)C(=O)N1CCCCC1 (stereo partly specified) ?
BAZ2B block: -9%; GLS inh: -3%; ERG-DNA inh: -4%; RGS4 inh: 3%; PI4K2A block: -1; 12-LOX inh: 8%; HP1b binding inh: 38%; JMJD2A Tudor: -7%; G9a inh: 44%

What do the screens show for `CCNC(=O)NC(=O)CSc1ccc(NC(C)=O)cc1`?
BAZ2B block: -2%; GLS inh: -6%; ERG-DNA inh: 0%; RGS4 inh: -4%[11.4 µM]; PI4K2A block: 2; 12-LOX inh: 14%; HP1b binding inh: 69%[activator]; JMJD2A Tudor: -9%[11.4 µM]; G9a inh: 18%[59 µM]

How did Cc1cc(C)nc(Nc2n[nH]c(-c3ccc(N)cc3)n2)n1 do in these assays?
BAZ2B block: -6%; GLS inh: 36%[activator]; ERG-DNA inh: 5%; RGS4 inh: -19%; PI4K2A block: -1; 12-LOX inh: 0%; HP1b binding inh: 20%; JMJD2A Tudor: -3%; G9a inh: 8%[2.33 µM]

How did CCN(CC)S(=O)(=O)c1ccc(N2CCOCC2)c(NC(=O)CN2C(=O)NC(C)(c3ccccc3)C2=O)c1 (stereo unspecified) do in these assays?
BAZ2B block: 6%; GLS inh: -7%; ERG-DNA inh: -2%; RGS4 inh: -14%; PI4K2A block: 0; 12-LOX inh: -12%; HP1b binding inh: 38%; JMJD2A Tudor: -20%; G9a inh: 16µM*

How did COc1cccc(NC(=O)CN(C)C(=O)COc2ccccc2Cc2ccccc2)c1 do in these assays?
BAZ2B block: 3%; GLS inh: -2%; RGS4 inh: -28%; PI4K2A block: 1; 12-LOX inh: 448%[activator]; HP1b binding inh: 26%; JMJD2A Tudor: -20%; G9a inh: 18%[59 µM]

How did Cc1ccc2oc(-c3ccccc3C(=O)O)cc(=O)c2c1 do in these assays?
BAZ2B block: -3%; GLS inh: -16%; ERG-DNA inh: 2%; RGS4 inh: -3%[11.4 µM]; PI4K2A block: -6; 12-LOX inh: inactive; HP1b binding inh: 45%[activator]; JMJD2A Tudor: -23%[11.4 µM]; G9a inh: 5%[59 µM]

How did COc1ccccc1OCc1nnc(SCC(N)=O)n1-c1ccccc1 do in these assays?
BAZ2B block: 0%[0.457 µM]; GLS inh: -4%; ERG-DNA inh: 18%; RGS4 inh: -8%; PI4K2A block: 5; 12-LOX inh: inconclusive; HP1b binding inh: 31%; JMJD2A Tudor: -11%; G9a inh: 37%[59 µM]

Results for Cc1nnc(SCc2c(Cl)cccc2Cl)s1 ?
BAZ2B block: -1%; GLS inh: -5%; ERG-DNA inh: -3%; RGS4 inh: -52%; PI4K2A block: 4; 12-LOX inh: -9%; HP1b binding inh: 35%[activator]; JMJD2A Tudor: 20%; G9a inh: 45%

Results for COc1ccc(Cl)cc1-c1nc(-c2ccncc2)no1 ?
BAZ2B block: 2%; GLS inh: 5%; ERG-DNA inh: 5%; RGS4 inh: 23%; PI4K2A block: 10; 12-LOX inh: 122%[activator]; HP1b binding inh: 32%; JMJD2A Tudor: 12%; G9a inh: -4%[59 µM]

Results for Cc1nn(Cc2noc(C(=O)NC3CCC(C)CC3)n2)c(C)c1Br (stereo unspecified) ?
BAZ2B block: -2%[57.1 µM]; GLS inh: -1%; ERG-DNA inh: -7%; RGS4 inh: -7%; PI4K2A block: -1; 12-LOX inh: -1%; HP1b binding inh: 9%[57 µM]; JMJD2A Tudor: -14%; G9a inh: 15%

How did CC1CCCCC1NC(=O)c1c(O)nc2ccccn2c1=O (stereo unspecified) do in these assays?
BAZ2B block: 3%; GLS inh: -2%; ERG-DNA inh: -4%; RGS4 inh: 8%; PI4K2A block: 3; 12-LOX inh: 3%; HP1b binding inh: -19%; JMJD2A Tudor: inconclusive; G9a inh: 10%

Results for Cc1cc(C)c2nc(N3CCC(C(=O)N4CCN(c5ncccn5)CC4)CC3)sc2c1 ?
BAZ2B block: 0%; GLS inh: 0%; RGS4 inh: -16%; PI4K2A block: -1; 12-LOX inh: 5%; HP1b binding inh: 41%[activator]; JMJD2A Tudor: -17%; G9a inh: -8%

How did O=C(Cc1ccccc1)NC1CC(=O)N(c2ccccc2)C1 (stereo unspecified) do in these assays?
BAZ2B block: 0%; GLS inh: 8%; ERG-DNA inh: -6%; RGS4 inh: 25%; PI4K2A block: -2; 12-LOX inh: -13%; HP1b binding inh: 13%; JMJD2A Tudor: -3%; G9a inh: 19%[59 µM]

How did COc1ccc(OC)c(C2C(C(=O)c3sc(C)nc3C)=C(O)C(=O)N2CCN2CCOCC2)c1 (stereo unspecified) do in these assays?
BAZ2B block: 2%; GLS inh: inconclusive; ERG-DNA inh: -8%; RGS4 inh: -2%; PI4K2A block: 3; 12-LOX inh: -7%; HP1b binding inh: 39%[activator]; JMJD2A Tudor: -10%; G9a inh: 45µM*

What do the screens show for `CN(C)C(CNC(=O)CNC(=O)Cc1cccc2ccccc12)c1ccccc1` (stereo unspecified)?
BAZ2B block: -8%; GLS inh: 14%; ERG-DNA inh: -6%; RGS4 inh: 2%; PI4K2A block: -2; 12-LOX inh: 1%; HP1b binding inh: 6%; JMJD2A Tudor: -9%; G9a inh: 24%

Results for O=C(COC(=O)c1nc(Cl)ccc1Cl)Nc1ncc(Cl)cc1Cl ?
BAZ2B block: -13%; GLS inh: -22%; ERG-DNA inh: -8%; RGS4 inh: 5%; PI4K2A block: 0; 12-LOX inh: -24%; HP1b binding inh: 26%; JMJD2A Tudor: -10%; G9a inh: inconclusive

How did Cc1ccc(-c2nc(S(=O)(=O)c3ccc(C)cc3)c(N(C)C)o2)cc1 do in these assays?
BAZ2B block: inconclusive; GLS inh: 0%; ERG-DNA inh: 7%; RGS4 inh: -11%; PI4K2A block: 0; 12-LOX inh: inconclusive; HP1b binding inh: -12%; JMJD2A Tudor: inconclusive; G9a inh: 10µM*

How did COc1ccc(-n2c(SCc3ccccn3)nc3c(c2=O)SCC3)cc1OC do in these assays?
GLS inh: -11%; ERG-DNA inh: -3%; RGS4 inh: 18%; PI4K2A block: 3; 12-LOX inh: inconclusive; HP1b binding inh: 8%; JMJD2A Tudor: -18%; G9a inh: -42%

Results for O=C(COC(=O)c1cnccn1)NCc1ccc(Cl)cc1 ?
BAZ2B block: -25%; GLS inh: -10%; ERG-DNA inh: 2%; RGS4 inh: -25%; PI4K2A block: 0; 12-LOX inh: -26%; HP1b binding inh: 30%; JMJD2A Tudor: -11%; G9a inh: 11%[12.7 µM]

How did NC(=O)c1ccsc1NC(=O)COC(=O)COc1ccccc1[N+](=O)[O-] do in these assays?
BAZ2B block: 2%; GLS inh: 2%; ERG-DNA inh: -2%; RGS4 inh: 7%; PI4K2A block: 12; 12-LOX inh: -9%; HP1b binding inh: 22%; JMJD2A Tudor: -14%; G9a inh: 20%[59 µM]

How did COc1cc(C(=O)NC2CCCc3ccccc32)ccc1OCC(=O)Nc1ccc(F)cc1 (stereo unspecified) do in these assays?
BAZ2B block: 3%; GLS inh: -1%; ERG-DNA inh: 0%; RGS4 inh: -25%; PI4K2A block: -1; 12-LOX inh: -4%; HP1b binding inh: 20%; JMJD2A Tudor: -2%; G9a inh: 3%[59 µM]

High-throughput results: PubChem, National Center for Advancing Translational Sciences (NCATS)
